# KLF5 inhibitor: kruppel-like factor 5 inhibition | AID 1700 | DLD-1 KLF5 promoter-luciferase reporter, luminescence | inhibition, % at 5 µM | 290,000 compounds, 0.23% hits;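 active means inhibition above a per-plate limit of that plate's mean compound inhibition plus 3 SD, cut at about 60% in these data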;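 further: 0% = DMSO wells and 100% = LY294002 at 200 µM; higher means less KLF5 promoter-driven luciferase light; inactives centre near -14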
# aSyn UTR inh: 5' untranslated region of α-synuclein, MLPCN primary screen; alpha-synuclein 5'UTR reporter, inhibitor activity; inhibition, % (tested at 7.5 µM); 300,000 compounds, 0.82% hits; in the data active means inhibition above about 60%; inconclusive means no clear call, values can overlap the other calls;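 further: H4 neuroglioblastoma cells stably carrying SNCA 5'UTR luciferase fusion; 0% = DMSO wells and 100% = positive control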
# HSP90 inh: HSP90 refolding inhibition in rabbit reticulocyte lysate; luciferase refolding luminescence, 3 h; inhibition, % at 5.6 µM; 290,000 compounds, 0.91% hits;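 active means inhibition above the screen-wide mean plus 3 SD, computed separately per campaign, cut at about 16% in these data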;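 further: 0% = DMSO wells and 100% = 60 µM geldanamycin wells; inhibitors lower the luminescence because luciferase stays unfolded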
# HIF act: HIF pathway transcriptional activation. U2OS HRE-luciferase reporter, luminescence; normalized: DMSO 0%, desferrioxamine 100%. AID 1910. activation, % at 7.5 µM (by protocol). 300,000 compounds, 0.32% hits;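 active means mean activation of at least 10% of the iron chelator positive control signal, with at least half of replicates also reaching 10%; inconclusive means mean and replicate majority disagree about reaching 10%; inactive means mean and most replicates under 10%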
# HSF1 activator: increases HSF-1 driven luciferase reporter signal; NIH3T3-HGL HSF-1 luciferase reporter, MG132, 8 h; 100% = twice DMSO control signal; activation, % at 9 µM; 300,000 compounds, 1.7% hits;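 active means mean replicate activation of at least 50% with a set share of replicates each reaching 50%; inconclusive means only one of those two conditions met; inactive means mean below 50% and too few replicates reaching it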;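 further: 0% = median of the neutral control wells and 100% = twice that signal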
# Platelet DG rel: modulates dense granule release in human platelets; inhibition, %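 (compounds screened at 7.5 µM in platelet-rich plasma)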; AID 1663; 300,000 compounds, 0.22% hits; human platelet-rich plasma, SFLLRN dense granule ATP release, luminescence;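 active means mean replicate score, as percent of positive control, at or above 50; inconclusive means mean below 50 but at least one replicate at or above 50; inactive means mean and every replicate below 50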
# IEC-6 cytotox: kills IEC-6 intestinal cells in KLF5 counter-screen. IEC-6 cytotoxicity, luminescence viability. inhibition, % at 5 µM. 290,000 compounds, 0.78% hits; in the data active means inhibition above about 22%;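 further: 0% = plate median of test compound wells and 100% = cytotoxic reference compound wells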
# AI-2 QS modul: Vibrio harveyi AI-2 quorum sensing modulation. Vibrio harveyi JMH597 AI-2 luminescence/OD600 ratio, 9 h; hits give low values; strain lacks LuxN and CqsS sensors; 0 = neutral-control median. activity change, % at 7.5 µM. 300,000 compounds, 0.4% hits. AID 2094; in the data active means activity change below about -75%, passing the limit was not always enough; inconclusive means no clear call, values can overlap the other calls;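 further: luminescence divided by OD600 gain over 9 h not by final OD600 alone; inactives centre near 13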
# SKKanGAS inh: inhibitors of SKKanGAS S. pyogenes growth in kanamycin (SK-promoter or general growth effect). AID 1662. BacTiter-Glo, 6 h. 300,000 compounds, 1.3% hits. inhibition, % at 7.5 µM;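 active means mean replicate score, as percent of positive control median, at least 50; inconclusive means mean below 50 but one replicate at or above 50; inactive means mean and every replicate below 50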;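 further: strain carries kanamycin resistance gene driven by streptokinase promoter and grows in 40 µg/ml kanamycin; loss of luminescence reflects streptokinase promoter inhibition or plain growth inhibition; 0% = median of DMSO wells and 100% = positive control at its reference dose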
# HSF1 inh: HSF1 inhibition; AID 2098; 300,000 compounds, 0.77% hits; NIH3T3-HGL HSE-luciferase, MG132-induced, luminescence 8 h; hits give low values; activity change, negative = inhibition, % at 7.5 µM (by protocol);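 active means more than half of replicate wells show activity change below -50%, luminescence cut by over half; inconclusive means some wells, but at most half, below -50%; inactive means no replicate well below -50%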;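 further: luciferase reports HSF-1 transcriptional activity via heat shock element; 0% = median of DMSO wells and -100% = zero luminescence signal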
# Starred values were filed as active, the others as inactive; ? = inconclusive; / = no result given. Compounds as they come (roughly 6% active in at least one column).
SMILES,KLF5 inhibitor,aSyn UTR inh,HSP90 inh,HIF act,HSF1 activator,Platelet DG rel,IEC-6 cytotox,AI-2 QS modul,SKKanGAS inh,HSF1 inh
O=C(O)c1ccc(Cn2cc(C(F)(F)F)ccc2=O)cc1,27,-5,0,-0.1,18,3,2,23,2,-6
Cc1ccc(C(=O)N2CCN(c3ccccc3)CC2)cc1S(=O)(=O)N1CCCC1,13,-5,2,-0.3,9,-1,3,14,-6,-2
CC(CN1C(C)CCCC1C)OC(=O)c1cccc(F)c1 (configuration not stated),-25,0,1,0.8,-5,6,-3,5,-2,-4
CC(C)CCN1CCN(Cc2nc(-c3ccc(F)cc3)cs2)CC1CCO (configuration not stated),-16,7,-1,-0.7,5,-2,4,13,0,-2
CCOc1cc(CNCCc2ccc(S(N)(=O)=O)cc2)ccc1OCc1ccc(Cl)cc1,25,98*,4,-3.5,16,5,24*,22,5,6
COc1ccc(-c2nc(-c3cccs3)c(-c3cccs3)[nH]2)cc1O,-15,-18,3,0.6,-3,-4,1,16,61*,11
NS(=O)(=O)c1ccc(-c2ccc(/C=C3\C(=O)Nc4cc(Cl)ccc43)o2)cc1,-24,5,-5,0.6,-8,4,-5,50,4,1
CCCOc1ccc(Br)cc1/C=N/NC(=O)c1cc(OC)c(OC)c(OC)c1,-3,8,-1,0.2,5,3,10,4,2,-3
COc1cc(S(=O)(=O)N(Cc2ccc(C)cc2)Cc2ccco2)ccc1-n1cnnn1,-6,29,0,0.0,14,6,-1,25,7,6
CCCc1cc(C(=O)N2CCN(S(=O)(=O)c3ccc(OC)c(OC)c3)CC2)cs1,-5,12,-3,-0.4,2,-10,3,23,-1,13
CC(C(=O)N1CCN(Cc2ccc3c(c2)OCO3)CC1)c1ccc([N+](=O)[O-])cc1 (configuration not stated),-36,7,4,0.0,2,6,-6,10,10,1
COCCCN1C(=O)C(=O)/C(=C(/O)c2ccccc2)C1c1ccc2c(c1)OCO2 (configuration not stated),-22,1,6,0.1,-15,-3,3,59,-1,-7

# Some of these compounds in order of length of the SMILES, falling:
SMILES,KLF5 inhibitor,aSyn UTR inh,HSP90 inh,HIF act,HSF1 activator,Platelet DG rel,IEC-6 cytotox,AI-2 QS modul,SKKanGAS inh,HSF1 inh
CC(C(=O)N1CCN(Cc2ccc3c(c2)OCO3)CC1)c1ccc([N+](=O)[O-])cc1 (configuration not stated),-36,7,4,0.0,2,6,-6,10,10,1
NS(=O)(=O)c1ccc(-c2ccc(/C=C3\C(=O)Nc4cc(Cl)ccc43)o2)cc1,-24,5,-5,0.6,-8,4,-5,50,4,1
CCCc1cc(C(=O)N2CCN(S(=O)(=O)c3ccc(OC)c(OC)c3)CC2)cs1,-5,12,-3,-0.4,2,-10,3,23,-1,13
CCOc1cc(CNCCc2ccc(S(N)(=O)=O)cc2)ccc1OCc1ccc(Cl)cc1,25,98*,4,-3.5,16,5,24*,22,5,6
Cc1ccc(C(=O)N2CCN(c3ccccc3)CC2)cc1S(=O)(=O)N1CCCC1,13,-5,2,-0.3,9,-1,3,14,-6,-2
CCCOc1ccc(Br)cc1/C=N/NC(=O)c1cc(OC)c(OC)c(OC)c1,-3,8,-1,0.2,5,3,10,4,2,-3
COc1ccc(-c2nc(-c3cccs3)c(-c3cccs3)[nH]2)cc1O,-15,-18,3,0.6,-3,-4,1,16,61*,11
CC(C)CCN1CCN(Cc2nc(-c3ccc(F)cc3)cs2)CC1CCO (configuration not stated),-16,7,-1,-0.7,5,-2,4,13,0,-2
O=C(O)c1ccc(Cn2cc(C(F)(F)F)ccc2=O)cc1,27,-5,0,-0.1,18,3,2,23,2,-6
CC(CN1C(C)CCCC1C)OC(=O)c1cccc(F)c1 (configuration not stated),-25,0,1,0.8,-5,6,-3,5,-2,-4

# Printed as active in aSyn UTR inh, of those listed so far:
structure | KLF5 inhibitor | aSyn UTR inh | HSP90 inh | HSF1 activator | Platelet DG rel | AI-2 QS modul | HSF1 inh
CCOc1cc(CNCCc2ccc(S(N)(=O)=O)cc2)ccc1OCc1ccc(Cl)cc1 | 25 | 98* | 4 | 16 | 5 | 22 | 6

# New compounds follow:
SMILES,KLF5 inhibitor,aSyn UTR inh,HSP90 inh,HIF act,HSF1 activator,Platelet DG rel,IEC-6 cytotox,AI-2 QS modul,SKKanGAS inh,HSF1 inh
Cc1ccc2nc(NC(=O)c3ccc(Cl)s3)sc2c1,-129,-133,-6,/,47,-3,3,9,-1,29
O=C(CCn1cnnn1)Nc1ccc(F)cc1,-5,-38,-2,1.0,-16,-2,0,9,-4,1
O=C(Nc1cc(C(=O)N2CCOCC2)cc(C(=O)N2CCOCC2)c1)c1cc(F)c(F)cc1Cl,-6,4,-1,0.1,-10,-3,0,18,-10,1
CN(c1ccccc1)S(=O)(=O)c1ccc(NC(=O)C2CC2)cc1,-8,-3,2,-0.4,4,2,2,8,-5,-3
CCc1ccccc1NC(=O)Cn1nnc(-c2cccs2)n1,7,-11,5,-0.1,8,1,3,20,5,7
CC(C)C(=O)Nc1cccc(C(=O)N2CCCCC2C)c1 (configuration not stated),-8,17,-2,-1.7,-2,-3,1,1,-7,-6
COCCn1c(C)cc(/C=C2/NC(=O)N(c3cccc(Cl)c3)C2=O)c1C,-39,-133,10,0.2,-53,2,-1,18,9,?
C(=N\N=C\c1cccs1)/c1cccs1,-89,-178,3,2.7,8,1,1,-2,0,0
CCC1CCC(N2CCN(c3ccccc3F)CC2)CC1 (configuration not stated),-4,-19,-2,0.4,-4,0,-3,11,7,3
COCCNC(=O)NC(=O)COC(=O)C12CC3CC(CC(NC(C)=O)(C3)C1)C2,-26,-21,2,-0.2,8,-1,3,11,0,-1
CCOC(=O)C1=C(COC(=O)CNC(=O)c2cc(OC)c(OC)c(OC)c2)NC(=O)NC1C (configuration not stated),/,-5,/,-2.0,7,/,/,4,-3,-2
O=C(CCCN1C(=O)/C(=C\c2cccs2)SC1=S)Nc1cccc(C(=O)O)c1,-10,-22,2,-0.1,10,10,2,10,9,-6
CCOc1ccc(-c2noc(COC)n2)cc1OC,-48,/,0,/,/,/,-4,13,/,/
O=S(=O)(c1ccc2c(c1)OCCO2)N1CCN(c2cccc(Cl)c2)CC1,-12,-20,4,-0.3,-5,-16,-12,20,-11,-5
CC12CC3CC(C)(C1)CC(C(=O)NC1=NCCS1)(C3)C2,-6,6,2,-1.2,9,2,-1,22,39,-1
CC1(C)CC2CC(C)(CN2C(=O)c2cc(-c3ccc(F)cc3)on2)C1 (configuration not stated),-15,-9,-2,-2.8,15,4,0,/,-8,7
O=C(CCN1C(=O)/C(=C/c2ccc(F)cc2)SC1=S)NNC(=O)c1cccnc1,-9,-13,4,0.3,-12,-28,2,22,1,-4
O=C(COc1ccccc1)NCC(c1ccco1)N1CCN(c2ccc(F)cc2)CC1 (configuration not stated),/,-11,/,2.8,11,-3,/,8,7,2
CC(C)C(C(=O)Nc1nccs1)N1C(=O)c2ccccc2C1=O (configuration not stated),-36,-12,-2,-0.2,-13,7,-9,23,-9,5
CC(=O)Nc1ccccc1OCC(=O)c1cc(C)n(Cc2cccs2)c1C,-51,-150,47*,1.3,-20,-3,26*,28,5,-19
CCOC(=O)CCCCC(=O)c1[nH]c(=O)[nH]c1CSc1nnc2c3ccccc3n(C(C)C)c2n1,-26,25,0,0.1,-5,20,-6,30,5,3
O=[N+]([O-])c1cc(/C=N/Nc2nc(N3CCOCC3)nc(N3CCOCC3)n2)ccc1Cl,-17,-17,7,-0.1,/,0,1,13,3,/
COc1ccccc1NC(=O)CCc1c(C)nc2c(-c3ccc(F)cc3)c(C)nn2c1C,-41,-6,0,-0.6,-11,3,-2,14,7,-5
O=C1[C@H]2[C@@H](c3ccc(Cl)cc3)N3C(=O)N(c4cccc(Cl)c4)C(=O)[C@@]3(Cc3ccc(Cl)cc3)[C@H]2C(=O)N1C1CCCCC1,/,46,/,0.5,37,7,/,32,5,12
N#CNC(N)=Nc1cccc(Cl)c1,4,9,-3,0.5,-1,1,-8,3,4,-4
CC(Cc1ccc(Cl)cc1)N1CCC(n2nccc2NC(=O)C2CCCC2)CC1 (configuration not stated),-22,-1,0,-0.5,5,-2,5,19,3,-5
Cc1cc(NC(=O)CSc2nc(-c3ccc(Cl)cc3)cs2)no1,-30,13,3,0.4,45,0,3,1,-26,3
COc1cccc(/C=N/N2CCN(C)CC2)c1,-25,-57,-2,0.3,13,18,3,29,3,-3
Cc1csc(NC(=O)CSCC(=O)Nc2ccccc2)n1,-32,-17,-1,-0.3,26,-5,-9,14,1,1
O=C(Nc1ccc(Cl)cc1)N1CCN(c2ncccn2)CC1,-27,-31,1,1.7,11,0,-3,9,-4,21
Cc1ccc(NC(=O)[C@@H]2CCCN2C(=O)[C@@H]2Cc3ccccc3CN2)c(C)c1,-4,-30,-6,1.3,19,13,-11,13,0,10
Cc1ccsc1/C=N/n1c(-c2ccncc2)n[nH]c1=S,-10,17,2,/,-12,-9,-4,22,0,-3
CCc1cc(=O)oc2cc(C)cc(OCC(=O)NC3CC3)c12,2,-1,4,0.4,-7,14,5,3,-2,-6
CCCCC(CC)CNC(=O)C1CCCN(S(=O)(=O)c2cnc[nH]2)C1 (configuration not stated),1,25,-1,/,-4,-2,2,23,-2,2
O=C(Cn1nc(C(F)(F)F)c2c1CCC2)NCc1ccc(Cl)cc1,4,-12,-1,-1.0,9,1,0,26,6,7
Cc1cc(C)cc(N(C(C)C(=O)Nc2c(C)n(C)n(-c3ccccc3)c2=O)S(C)(=O)=O)c1 (configuration not stated),-22,-3,-2,0.5,11,-2,-9,13,-5,-6
O=[N+]([O-])c1cccc(N(CC(O)CN2CCCC2)S(=O)(=O)c2ccccc2)c1 (configuration not stated),-5,2,-4,-10,-12,5,5,22,12,-9
CCOc1ccc2nc(SCc3ccc(C(=O)OC)o3)[nH]c2c1,-23,5,-4,1.1,?,-4,-2,31,-4,16
CCCCNC(=O)c1cn(CC)c2cc(N3CCN(C)CC3)c(F)cc2c1=O,-21,1,12,-0.3,11,-9,3,11,-4,-5
CCn1c(C)nc2cc(C(=O)NNC(=S)Nc3ccccc3)ccc21,-66,-164,34*,0.8,-68,1,-6,29,4,-67*
OCC1(Cc2ccc(F)cc2)CCCN(CCCC(F)(F)F)C1 (configuration not stated),-26,-7,0,-4.0,5,2,0,22,2,-10
O=C(COc1ccc(Br)cc1)Nc1ccc(-c2nnc(-c3ccco3)o2)cc1,-3,-80,-2,2.1,51*,2,-4,11,2,28
N#C/C(=C\c1c(N2CCN(Cc3ccccc3)CC2)nc2ccccn2c1=O)S(=O)(=O)c1ccccc1,-38,21,-1,0.4,-6,6,-8,11,-7,-4
O=C1CC(c2ccccc2)CC(O)=C1C=Nc1ccccc1Cl (configuration not stated),-12,-4,2,0.0,6,-2,-1,3,0,12
Nc1ccc(Oc2ccc3c(c2)OCO3)cc1,6,6,4,0.6,-14,10,5,11,4,1

# From PubChem BioAssay
